IDE inh = inhibitors of human insulin-degrading enzyme in cells | inhibition, % at 5.59 µM | P14735 | AID 434962 | 320,000 compounds, 0.41% hits | HEK cells, FAbetaB cleavage, fluorescence polarization;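 active = percent inhibition above the average of all tested compounds plus 3 SD, set per screening campaign, cut at about 16% in these data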;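 note: IDE supplied by intact live HEK cells; FP after avidin binding of uncleaved biotin substrate so inhibition keeps polarization high; 0% = DMSO wells and 100% = 60 µM reference IDE inhibitor Ii1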
NALP1 inh = blocks the NALP1 inflammasome reconstituted in yeast | S. cerevisiae NALP1/ASC/caspase-1 growth, X-gal OD620, 72 h | inhibition, % at 10 µM | 280,000 compounds, 0.61% hits | AID 2071; in the data active = inhibition mostly above about 24%, no sharp cut-off; inactive = mostly below about 32%; note: some compounds called inactive have numbers as strong as hits
UBC9 SUMO inh = SUMOylation inhibition; P63279; HTRF SUMOylation assay, SAE1/SAE2 + UBC9, in vitro; inhibition, % at 35 µM; 290,000 compounds, 0.36% hits; AID 2006; in the data active = inhibition above about 50%, passing the limit was not always enough; note: strong numbers were not always called active
MEKK2 WT-MEK5 = raises or lowers MEK5 binding to wildtype human MEKK2 PB1 domain | AID 1531 | Q9Y2U5 | binding response (% of control), % at 10 µM | 290,000 compounds, 1.1% hits | bead flow cytometry, Alexa488-MEK5 binding to MEKK2 WT; actives lie on both sides; in the data active = binding response below about 67% or above about 130%
MEKK2mut PB1 HTS = signal of MEK5 binding to mutant human MEKK2 PB1 domain | AID 1530 | bead flow cytometry, Alexa488-MEK5 binding to MEKK2 mutant | percent response, % at 10 µM | 290,000 compounds, 0.35% hits; in the data active = percent response above about 24%, passing the limit was not always enough; note: inactives centre near 1; some results filed as inactive read as strong as hits; reference of the scale not given here
IDE act = activators of human insulin-degrading enzyme in cells. P14735. HEK cells, FAbeta-B cleavage, fluorescence polarization; 0% vehicle, 100% cell-free pure enzyme wells. activation, % at 5.96 µM. 340,000 compounds, 0.073% hits;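 active = activation above the mean of all tested compounds plus 3 SD, set per screening campaign, cut at about 17% in these data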
MEKK3 PB1 HTS = raises or lowers MEK5 binding to the human MEKK3 PB1 domain; bead-based flow cytometry, Alexa488-MEK5 binding to MEKK3; actives lie on both sides; 0 = blocked by unlabeled MEK5, 100 = vehicle; binding response (% of control), % at 10 µM; 290,000 compounds, 1.4% hits; AID 1529;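 active = binding response more than 3 SD above or below the average of its plate-row segment, actives on both sides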;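 note: Alexa488 bead fluorescence after subtracting the streptavidin-only scavenger bead signal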
pCIP destab = compounds decreasing mouse p/CIP protein stability; Q05BA5; F442A p/CIP-EGFP cells, EGFP fluorescence, 16 h; decrease of EGFP signal, % at 10 µM; 290,000 compounds, 0.01% hits; AID 1984;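 active = EGFP signal decrease of at least 30% at 10 µM or well 3 SD below plate mean, unless failing retest; inactive = the rest, including hits failing retest or dose response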; note: some compounds called inactive have numbers as strong as hits; many of its hits are not listed in these tables
Target sequence (Q05BA5 1-1403): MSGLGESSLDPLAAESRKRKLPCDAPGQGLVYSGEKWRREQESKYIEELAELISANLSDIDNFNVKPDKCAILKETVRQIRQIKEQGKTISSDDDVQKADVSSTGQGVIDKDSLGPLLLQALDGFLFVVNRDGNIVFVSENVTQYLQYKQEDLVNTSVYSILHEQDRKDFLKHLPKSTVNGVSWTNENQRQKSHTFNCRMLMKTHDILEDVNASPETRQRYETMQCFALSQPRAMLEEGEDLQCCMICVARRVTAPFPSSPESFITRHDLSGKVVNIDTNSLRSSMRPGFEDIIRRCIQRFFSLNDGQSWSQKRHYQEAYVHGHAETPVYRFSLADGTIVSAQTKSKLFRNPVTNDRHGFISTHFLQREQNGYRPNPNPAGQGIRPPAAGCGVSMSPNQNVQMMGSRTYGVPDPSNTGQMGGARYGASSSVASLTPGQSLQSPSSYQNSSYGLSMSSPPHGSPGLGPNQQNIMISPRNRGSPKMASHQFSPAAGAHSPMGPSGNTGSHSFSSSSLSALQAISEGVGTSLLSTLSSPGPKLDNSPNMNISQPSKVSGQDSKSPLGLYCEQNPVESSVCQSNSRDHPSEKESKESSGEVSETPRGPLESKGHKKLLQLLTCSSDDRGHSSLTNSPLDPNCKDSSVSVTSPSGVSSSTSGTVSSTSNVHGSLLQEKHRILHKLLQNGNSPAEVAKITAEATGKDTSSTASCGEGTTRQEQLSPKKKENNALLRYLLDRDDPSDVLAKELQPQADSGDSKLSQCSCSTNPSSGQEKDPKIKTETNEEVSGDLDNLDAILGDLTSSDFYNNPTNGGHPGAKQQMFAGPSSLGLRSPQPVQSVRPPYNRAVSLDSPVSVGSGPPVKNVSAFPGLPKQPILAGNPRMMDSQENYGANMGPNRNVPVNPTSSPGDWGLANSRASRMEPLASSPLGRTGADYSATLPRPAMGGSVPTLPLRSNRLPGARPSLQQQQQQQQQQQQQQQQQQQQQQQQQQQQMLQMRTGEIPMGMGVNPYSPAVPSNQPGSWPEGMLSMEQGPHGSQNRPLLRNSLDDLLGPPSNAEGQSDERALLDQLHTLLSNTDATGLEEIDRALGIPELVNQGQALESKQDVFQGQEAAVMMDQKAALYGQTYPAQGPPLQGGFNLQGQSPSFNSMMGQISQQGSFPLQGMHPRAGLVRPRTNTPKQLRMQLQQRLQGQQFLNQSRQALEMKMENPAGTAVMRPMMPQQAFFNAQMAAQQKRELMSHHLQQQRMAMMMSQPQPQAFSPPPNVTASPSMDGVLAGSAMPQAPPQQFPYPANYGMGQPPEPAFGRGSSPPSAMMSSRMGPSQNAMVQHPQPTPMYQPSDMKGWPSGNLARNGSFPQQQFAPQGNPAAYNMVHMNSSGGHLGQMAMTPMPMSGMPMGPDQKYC
PfM18AAP inh = PfM18AAP enzyme inhibition | recombinant PfM18AAP, H-Glu-NHMec fluorogenic cleavage | inhibition, % at 7.35 µM | 290,000 compounds, 1.2% hits | AID 1822;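 active = inhibition above the campaign mean inhibition over all tested compounds plus 3 SD, cut at about 28% in these data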;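 note: 0% = plate median of test compound wells and 100% = 2 mM ZnCl2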
* = called active by the depositor. An excerpt; count on the stated rates, not on these rows.

How did COc1ccc(NC(=O)CN(C)C(=O)c2cc3c(s2)CCCCC3)cc1 do in these assays?
IDE inh: 7; NALP1 inh: 0; UBC9 SUMO inh: -7; MEKK2 WT-MEK5: 105; MEKK2mut PB1 HTS: 6; IDE act: -3; MEKK3 PB1 HTS: 101; pCIP destab: -8; PfM18AAP inh: 1

How did CC(NC(=O)C12CC3CC(C1)CC(n1cncn1)(C3)C2)C12CC3CC(CC(C3)C1)C2 (stereo unspecified) do in these assays?
IDE inh: 5; NALP1 inh: -5; UBC9 SUMO inh: -4; MEKK2 WT-MEK5: 99; MEKK2mut PB1 HTS: 14; IDE act: -1; MEKK3 PB1 HTS: 99; pCIP destab: -1; PfM18AAP inh: 5

How did CC(NS(=O)(=O)c1ccc([N+](=O)[O-])cc1)C(c1cccs1)N1CCOCC1 (stereo unspecified) do in these assays?
IDE inh: 0; NALP1 inh: -12; UBC9 SUMO inh: 14; MEKK2 WT-MEK5: 101; MEKK2mut PB1 HTS: -1; IDE act: 0; MEKK3 PB1 HTS: 113; pCIP destab: 3; PfM18AAP inh: -2

Results for Cn1c(CS(=O)Cc2c(Cl)cccc2Cl)nnc1SCc1c(Cl)cccc1Cl (stereo unspecified) ?
IDE inh: -5; NALP1 inh: 35; UBC9 SUMO inh: 10; MEKK2 WT-MEK5: 97; MEKK2mut PB1 HTS: 0; IDE act: 1; MEKK3 PB1 HTS: 97; pCIP destab: -2; PfM18AAP inh: 1

What do the screens show for `COc1ccc([N+](=O)[O-])cc1NC(=O)C1CCCCC1C(=O)O` (stereo unspecified)?
IDE inh: 4; NALP1 inh: 19; UBC9 SUMO inh: -14; MEKK2 WT-MEK5: 93; MEKK2mut PB1 HTS: -4; IDE act: -1; MEKK3 PB1 HTS: 91; pCIP destab: 6; PfM18AAP inh: 2

Results for CC1CCN(S(=O)(=O)c2cc(F)ccc2CN2C(=O)c3cccnc3C2=O)CC1 ?
IDE inh: 6; NALP1 inh: -2; UBC9 SUMO inh: 6; MEKK2 WT-MEK5: 99; MEKK2mut PB1 HTS: 2; IDE act: 0; MEKK3 PB1 HTS: 96; pCIP destab: -3; PfM18AAP inh: -3

Results for Cc1ccc(Cn2nc3c4cc(F)ccc4n(Cc4ccc(F)cc4)cc-3c2=O)cc1 ?
NALP1 inh: 9; UBC9 SUMO inh: 14; MEKK2 WT-MEK5: 99; MEKK2mut PB1 HTS: -2; IDE act: 7; MEKK3 PB1 HTS: 96; pCIP destab: -7; PfM18AAP inh: -1

How did C=CCn1c(SCn2nnc3ccccc3c2=O)nc2scc(-c3cccs3)c2c1=O do in these assays?
IDE inh: -1; NALP1 inh: 13; UBC9 SUMO inh: 8; MEKK2 WT-MEK5: 89; MEKK2mut PB1 HTS: -2; IDE act: 3; MEKK3 PB1 HTS: 90; pCIP destab: -11; PfM18AAP inh: -7

What do the screens show for `O=C(CNCCc1ccccc1)Nc1ccc(C(=O)N2CCCCC2)cc1`?
IDE inh: 2; NALP1 inh: -1; UBC9 SUMO inh: 8; MEKK2 WT-MEK5: 103; MEKK2mut PB1 HTS: 10; IDE act: -4; MEKK3 PB1 HTS: 105; pCIP destab: -10; PfM18AAP inh: 10

How did O=C(c1cc(F)ccc1F)C1CCCN(C(=O)c2ccco2)C1 (stereo unspecified) do in these assays?
IDE inh: 6; NALP1 inh: -6; UBC9 SUMO inh: -7; MEKK2 WT-MEK5: 107; MEKK2mut PB1 HTS: 6; IDE act: -2; MEKK3 PB1 HTS: 103; pCIP destab: -7; PfM18AAP inh: -7

Entries above containing an aryl thioether with sulfur outside any ring, in the order listed:
Results for Cn1c(CS(=O)Cc2c(Cl)cccc2Cl)nnc1SCc1c(Cl)cccc1Cl (stereo unspecified) ?
IDE inh: -5; NALP1 inh: 35; UBC9 SUMO inh: 10; MEKK2 WT-MEK5: 97; MEKK2mut PB1 HTS: 0; IDE act: 1; MEKK3 PB1 HTS: 97; pCIP destab: -2; PfM18AAP inh: 1

How did C=CCn1c(SCn2nnc3ccccc3c2=O)nc2scc(-c3cccs3)c2c1=O do in these assays?
IDE inh: -1; NALP1 inh: 13; UBC9 SUMO inh: 8; MEKK2 WT-MEK5: 89; MEKK2mut PB1 HTS: -2; IDE act: 3; MEKK3 PB1 HTS: 90; pCIP destab: -11; PfM18AAP inh: -7

(listing goes on)
Results for C=CCn1c(NCc2ccc(OC)cc2)nc2ccccc21 ?
IDE inh: 0; NALP1 inh: 13; UBC9 SUMO inh: 7; MEKK2 WT-MEK5: 115; MEKK2mut PB1 HTS: 9; IDE act: 2; MEKK3 PB1 HTS: 110; pCIP destab: 3; PfM18AAP inh: -4

What do the screens show for `COCCCNC(=S)N(Cc1ccccc1)Cc1nc2ccccc2c(=O)[nH]1`?
IDE inh: 5; NALP1 inh: 33; UBC9 SUMO inh: 4; MEKK2 WT-MEK5: 95; MEKK2mut PB1 HTS: -2; IDE act: 4; MEKK3 PB1 HTS: 95; pCIP destab: 1; PfM18AAP inh: 0

Results for CC1CCCC(C)N1C(=O)COc1ccc([N+](=O)[O-])cc1Cl (stereo unspecified) ?
IDE inh: 1; NALP1 inh: 7; UBC9 SUMO inh: 10; MEKK2 WT-MEK5: 101; MEKK2mut PB1 HTS: 3; IDE act: -2; MEKK3 PB1 HTS: 102; pCIP destab: 0; PfM18AAP inh: 1

Results for Cc1ccc(NC(=O)C2CCN(S(C)(=O)=O)CC2)cc1 ?
IDE inh: 4; NALP1 inh: -9; UBC9 SUMO inh: -4; MEKK2 WT-MEK5: 102; MEKK2mut PB1 HTS: 5; IDE act: 2; MEKK3 PB1 HTS: 102; pCIP destab: -5; PfM18AAP inh: -3

How did Cc1cc(NC(=O)COC(=O)C2CCC(=O)N2)c([N+](=O)[O-])cc1C (stereo unspecified) do in these assays?
IDE inh: -2; NALP1 inh: 7; UBC9 SUMO inh: 8; MEKK2 WT-MEK5: 70; MEKK2mut PB1 HTS: -16; IDE act: 0; MEKK3 PB1 HTS: 68; pCIP destab: -8; PfM18AAP inh: -1

How did COC(=O)c1sccc1NC(=O)Nc1ccc(F)cc1F do in these assays?
IDE inh: -2; NALP1 inh: 14; UBC9 SUMO inh: -9; MEKK2 WT-MEK5: 99; MEKK2mut PB1 HTS: -5; IDE act: -1; MEKK3 PB1 HTS: 103; pCIP destab: 8; PfM18AAP inh: 9

What do the screens show for `CCCCNS(=O)(=O)c1ccc2nc(-c3cccnc3)cc(C(=O)NC(C)C)c2c1`?
IDE inh: -1; NALP1 inh: 14; UBC9 SUMO inh: 6; MEKK2 WT-MEK5: 99; MEKK2mut PB1 HTS: -4; IDE act: 8; MEKK3 PB1 HTS: 98; pCIP destab: 3; PfM18AAP inh: 1

How did CC(C)c1ccccc1NC(=S)N1CCN(Cc2ccc3c(c2)OCO3)CC1 do in these assays?
IDE inh: 9; NALP1 inh: -9; UBC9 SUMO inh: 10; MEKK2 WT-MEK5: 102; MEKK2mut PB1 HTS: 3; IDE act: 3; MEKK3 PB1 HTS: 104; pCIP destab: 21; PfM18AAP inh: -5

What do the screens show for `COc1cccc(-c2nc(-c3ccc(NC(=O)c4cccs4)cc3)no2)c1`?
IDE inh: 7; NALP1 inh: -12; UBC9 SUMO inh: -12; MEKK2 WT-MEK5: 107; MEKK2mut PB1 HTS: 6; IDE act: -8; MEKK3 PB1 HTS: 104; pCIP destab: 6; PfM18AAP inh: 3

Results for O=C(Cc1ccc([N+](=O)[O-])cc1)N/N=C/c1ccccc1F ?
IDE inh: -3; NALP1 inh: 4; UBC9 SUMO inh: 13; MEKK2 WT-MEK5: 102; MEKK2mut PB1 HTS: 2; IDE act: 1; MEKK3 PB1 HTS: 103; pCIP destab: -12; PfM18AAP inh: -1

What do the screens show for `CCOC(=O)c1nc(NNC(=O)c2ccc([N+](=O)[O-])cc2)sc1C`?
IDE inh: 5; NALP1 inh: 6; UBC9 SUMO inh: 0; MEKK2 WT-MEK5: 98; MEKK2mut PB1 HTS: 2; IDE act: 6; MEKK3 PB1 HTS: 101; pCIP destab: -11; PfM18AAP inh: 24

What do the screens show for `Cc1ccc(-c2ccc(CCC(=O)O)n2-c2cccc(O)c2)cc1`?
IDE inh: -3; NALP1 inh: 15; UBC9 SUMO inh: 9; MEKK2 WT-MEK5: 106; MEKK2mut PB1 HTS: 4; IDE act: 3; MEKK3 PB1 HTS: 105; pCIP destab: 0; PfM18AAP inh: 11

Results for OCCn1c(SCCOc2ccccc2F)nc2ccccc21 ?
IDE inh: -4; NALP1 inh: 7; UBC9 SUMO inh: 1; MEKK2 WT-MEK5: 100; MEKK2mut PB1 HTS: -1; IDE act: 5; MEKK3 PB1 HTS: 98; pCIP destab: -2; PfM18AAP inh: -6

Results for CCn1c(=N)n(CC(=O)c2ccc(Cl)c(Cl)c2)c2ccccc21 ?
IDE inh: 0; NALP1 inh: 23; UBC9 SUMO inh: -1; MEKK2 WT-MEK5: 125; MEKK2mut PB1 HTS: 14; IDE act: 0; MEKK3 PB1 HTS: 109; pCIP destab: 15; PfM18AAP inh: 2

How did C/C(=N\NC(=O)c1ccco1)c1cccc2ccccc12 do in these assays?
IDE inh: 4; NALP1 inh: 9; UBC9 SUMO inh: -1; MEKK2 WT-MEK5: 99; MEKK2mut PB1 HTS: -4; IDE act: 1; MEKK3 PB1 HTS: 100; pCIP destab: -7; PfM18AAP inh: 4

Results for CN(C)c1oc(-c2cccs2)nc1C#N ?
IDE inh: 0; NALP1 inh: -5; UBC9 SUMO inh: -1; IDE act: 2; pCIP destab: 16; PfM18AAP inh: -20

How did CCOCCCN(C)C1CCN(C(=O)c2oc3ccccc3c2NC(=O)Cc2ccc(F)cc2)CC1 do in these assays?
IDE inh: 2; NALP1 inh: 24; UBC9 SUMO inh: 15; MEKK2 WT-MEK5: 109; MEKK2mut PB1 HTS: 5; IDE act: -2; MEKK3 PB1 HTS: 102; pCIP destab: -4; PfM18AAP inh: 6

What do the screens show for `COc1cc2c(cc1OC)C(c1cccc(Cl)c1Cl)CC(=O)N2` (stereo unspecified)?
NALP1 inh: 8; UBC9 SUMO inh: -16; MEKK2 WT-MEK5: 105; MEKK2mut PB1 HTS: 5; IDE act: 0; MEKK3 PB1 HTS: 101; pCIP destab: -8; PfM18AAP inh: 5

How did Cc1ccccc1NC(=O)Cc1cccs1 do in these assays?
IDE inh: 6; NALP1 inh: 10; UBC9 SUMO inh: 18; MEKK2 WT-MEK5: 105; MEKK2mut PB1 HTS: 15; IDE act: 5; MEKK3 PB1 HTS: 105; pCIP destab: 0; PfM18AAP inh: -3

Results for O=C(COc1ccc2c(c1)C(=O)CC1(CCCCC1)O2)NCc1ccccn1 ?
IDE inh: 0; NALP1 inh: -9; UBC9 SUMO inh: 39; MEKK2 WT-MEK5: 106; MEKK2mut PB1 HTS: 9; IDE act: 5; MEKK3 PB1 HTS: 98; pCIP destab: -10; PfM18AAP inh: 2

How did COc1ccc(NC(=O)c2cc3c(Cl)nc4ccccc4c3s2)c(OC)c1 do in these assays?
IDE inh: 4; NALP1 inh: 9; UBC9 SUMO inh: -4; MEKK2 WT-MEK5: 101; MEKK2mut PB1 HTS: -2; IDE act: 0; MEKK3 PB1 HTS: 102; pCIP destab: -8; PfM18AAP inh: -9

How did COc1ccc(CNC(=O)c2cc(C(=O)C3CC3)c[nH]2)cc1 do in these assays?
IDE inh: 2; NALP1 inh: 5; UBC9 SUMO inh: 4; MEKK2 WT-MEK5: 92; MEKK2mut PB1 HTS: -3; IDE act: 3; MEKK3 PB1 HTS: 95; pCIP destab: -10; PfM18AAP inh: 2
